From PubChem BioAssay
Wee1 degr inh: Wee1 degradation inhibitors, primary screen, cell-based, HeLa, Wee1K328M-luciferase, luminescence. HeLa Luc-Wee1K328M stability; 100% = proteasome inhibitor MG132 effect. reporter increase, % at 5 µM. hit rate 1.2% among 220,000. AID 1321, 2008;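 active = activation above the mean of all tested compounds plus 3 SD, set per screening run, cut at about 8.8% in these data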;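 note: cells exposed to compound for 20 h before luminescence read; 0% = DMSO alone and 100% = MG132 at 30 µM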
KLK5 inh: human KLK5 protease inhibitors, primary screen, biochemical, 1536-well. Kallikrein-5 (Homo sapiens), Q9Y337. recombinant hK5, fluorogenic AMC substrate cleavage. inhibition, % at 5 µM. hit rate 0.59% among 210,000;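 active = inhibition of 40% or more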;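 note: 0% = enzyme controls without compound and 100% = no-enzyme blanks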
MDM2 E3 inh: MDM2-luciferase reporter signal enhancers, primary screen, MDM2 E3 ligase inhibitor project, cell-based, luminescence, 1536-well; signal enhancement, % at 5 µM; AID 1230, 2008; cell-based MDM2 ubiquitination luciferase reporter, 2 h; 0 = plate control, 100 = twice control, blank-subtracted; E3 ubiquitin-protein ligase Mdm2 (Homo sapiens), Q00987; hit rate 0.11% among 210,000;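 active = signal enhancement of 30% or more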;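 note: luminescence tracks abundance of the self-degrading MDM2-luciferase fusion protein; higher signal means inhibition of MDM2 E3 ligase activity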
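Timing – 2 h compound exposure at 37 °C · Assay system – mammalian cells stably expressing self-ubiquitinating, self-degrading MDM2 E3–luciferase fusion · Amount – 2000 cells seeded into each well · Measure – % luminescence enhancement versus blank-corrected plate control mean · Measured by – SteadyLite luminescence, 15 min reagent step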
Rad51 HR inh: human RAD51 strand exchange inhibitors, primary screen, biochemical, fluorescence; hRad51 DNA strand exchange, fluorescence dequenching; inhibition, % at 10 µM; hit rate 0.085% among 200,000; AID 1385, 2008;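 active = inhibition above 40% at the single screening dose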;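 note: 0% = DMSO control wells and 100% = blanks with heterologous ssDNA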
Target sequence (Q06609 whole entry, looked up): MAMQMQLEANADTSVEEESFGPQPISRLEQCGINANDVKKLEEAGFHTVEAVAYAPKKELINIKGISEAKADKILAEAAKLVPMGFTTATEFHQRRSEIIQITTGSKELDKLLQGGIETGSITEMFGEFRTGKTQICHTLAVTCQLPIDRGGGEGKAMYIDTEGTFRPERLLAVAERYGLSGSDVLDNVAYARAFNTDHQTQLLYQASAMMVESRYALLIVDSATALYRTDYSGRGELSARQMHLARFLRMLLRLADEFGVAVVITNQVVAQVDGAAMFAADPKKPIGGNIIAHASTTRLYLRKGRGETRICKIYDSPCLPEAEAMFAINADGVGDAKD
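System: human Rad51 nucleoprotein filaments preassembled on unlabelled ssDNA. Reagent: labelled 47-mer dsDNA for strand exchange. Schedule: 30-min compound preincubation and 15-min exchange, both room temperature. Measured by: FRET fluorescence dequenching, excitation 485 nm, emission 520 nm. Read-out: Fluorescence-based percent inhibition, control- and blank-normalised. Benchmarks: plate controls and plate blanks.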
eIF4E-4G inh: eIF4E–eIF4G protein interaction inhibitors, primary screen, biochemical, uHTS, TR-FRET, eIF4GI fragment | AID 782, 2007 | inhibition, % at 21.7 µM | TR-FRET eIF4E-eIF4GI(517-606) binding, 2 h | hit rate 0.37% among 220,000 | Eukaryotic translation initiation factor 4E (Mus musculus) + Eukaryotic translation …;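 active = inhibition above about 30%, limit read from the data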;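 note: 0% = full FRET control wells and 100% = background wells lacking eIF4GI fragment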
p97 ATPase inh: inhibitors of human p97 ATPase, primary screen, biochemical; Transitional endoplasmic reticulum ATPase (Homo sapiens), P55072; recombinant p97 ATPase, Kinase-Glo ATP luminescence, 3 h; inhibition, % at 8 µM; hit rate 0.42% among 220,000; AID 1481, 2009; in the data active = inhibition above about 15%;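 note: 0% = DMSO vehicle and 100% = wells lacking enzyme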
Target sequence (P55072 whole entry, looked up): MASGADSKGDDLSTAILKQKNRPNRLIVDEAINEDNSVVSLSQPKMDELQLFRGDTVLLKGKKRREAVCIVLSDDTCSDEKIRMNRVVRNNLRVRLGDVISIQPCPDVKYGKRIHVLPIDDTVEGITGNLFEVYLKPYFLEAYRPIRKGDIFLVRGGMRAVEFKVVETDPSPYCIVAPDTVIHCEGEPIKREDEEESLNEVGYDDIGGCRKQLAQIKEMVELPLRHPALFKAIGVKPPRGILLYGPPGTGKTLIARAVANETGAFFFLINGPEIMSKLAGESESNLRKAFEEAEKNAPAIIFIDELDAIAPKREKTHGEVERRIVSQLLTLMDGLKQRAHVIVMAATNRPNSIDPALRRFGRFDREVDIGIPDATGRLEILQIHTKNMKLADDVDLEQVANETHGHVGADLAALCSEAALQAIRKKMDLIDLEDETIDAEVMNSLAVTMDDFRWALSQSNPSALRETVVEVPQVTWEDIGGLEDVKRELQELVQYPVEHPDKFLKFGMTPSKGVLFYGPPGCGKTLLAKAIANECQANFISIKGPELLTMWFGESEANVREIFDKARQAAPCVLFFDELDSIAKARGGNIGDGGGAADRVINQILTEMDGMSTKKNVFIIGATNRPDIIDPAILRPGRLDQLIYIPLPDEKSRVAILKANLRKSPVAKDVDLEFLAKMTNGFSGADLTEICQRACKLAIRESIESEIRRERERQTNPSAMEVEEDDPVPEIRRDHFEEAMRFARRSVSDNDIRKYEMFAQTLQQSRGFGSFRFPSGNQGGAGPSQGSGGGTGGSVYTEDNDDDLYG
14-3-3 Bad PPI: inhibitors of 14-3-3 zeta/Bad binding, primary screen, biochemical, TR-FRET, bovine 14-3-3 zeta | hit rate 0.71% among 220,000 | inhibition, % at 21.7 µM | TR-FRET 14-3-3zeta/Dy647-pBad peptide displacement, 1 h | 14-3-3 protein zeta/delta (Bos taurus), P63103;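 active = inhibition above about 70%, limit read from the data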;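 note: 0% = full 14-3-3 plus peptide FRET controls and 100% = background without 14-3-3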
FXIa inh 1536: human FXIa protease inhibitors, primary screen, biochemical, 1536-well; Coagulation factor XI (Homo sapiens), P03951; hit rate 0.14% among 220,000; inhibition, % at 5 µM; AID 798, 2007; purified FXIa, Boc-Glu-Ala-Arg-AMC fluorogenic substrate;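 active = inhibition of at least 40%; inactive = inhibition below 40%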;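 note: fluorescence of freed AMC excited at 355 nm; 0% = enzyme without compound and 100% = no enzyme blank; many of its hits are not listed in these tables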
FXIIa inh: human FXIIa protease inhibitors, primary screen, biochemical, 1536-well. purified FXIIa, Boc-QGR-AMC fluorogenic substrate, 2 h. inhibition, % at 5 µM. hit rate 0.3% among 220,000. Coagulation factor XII (Homo sapiens), P00748; in the data active = inhibition above about 40%;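 note: 0% = enzyme with no compound and 100% = blank without enzyme; many of its hits are not listed in these tables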
Starred values were filed as active, the others as inactive; · = no result given; [ ] = dose if it differs, or a comment.

SMILES | Wee1 degr inh | KLK5 inh | MDM2 E3 inh | Rad51 HR inh | eIF4E-4G inh | p97 ATPase inh | 14-3-3 Bad PPI | FXIa inh 1536 | FXIIa inh
Cc1cccc(C(=O)NCC(c2ccco2)N(C)C)c1 (stereo not drawn) | -2 | -3 | -7 | -65 | 2 | 0 | 3 | -6 | -2
COc1ccc(N2CCN(Cc3nc(-c4ccccc4)no3)CC2)cc1 | 3 | 0 | -25 | 18 | 7 | -1 | -17 | 0 | 11
O=c1c([N+](=O)[O-])cc(C(F)(F)F)cn1Cc1c(Cl)cccc1Cl | 1 | 6 | -8 | · | 2 | 2 | -7 | 5 | 15
O=C(Nc1ccc([N+](=O)[O-])cc1)C1C(c2ccccc2)=C1c1ccccc1 | -1 | -2 | 2 | 8 | -5 | 3 | -2 | 4 | 20
Cc1cccc2c(C(=O)Nc3ccc(Br)cc3)cc(-c3ccccn3)nc12 | 0 | -22 | -12 | 1 | -4 | 0 | -9 | -5 | -7
CCOC(=O)c1cccc(-c2ccc(C=O)o2)c1 | 0 | -5 | -9 | -1 | 28[fluorescence artefact?] | -3 | 41[fluorescence artefact?] | -5 | 4
O=C(Cn1nnc2ccccc21)Nc1ccc(Cl)cn1 | -2 | -4 | -4 | 0 | -2 | 2 | -15 | -3 | ·
CCO[C@H]1OC(C(=O)NCc2ccccc2)=C[C@@H](C2CCCCC2)[C@@H]1CCCO | 2 | 2 | · | -6 | 1 | -1 | -1 | 1 | 6
S=c1[nH]nc(CCc2ccccc2)n1Cc1ccccc1 | 2 | 12 | -30 | -4 | -4[fluorescence artefact?] | 4 | -10[fluorescence artefact?] | 2 | 9
CCC(=O)OCC(=O)Nc1cc([N+](=O)[O-])ccc1OC | 4 | -9 | -6 | 10 | -4 | 1 | -6 | -3 | 6
O=C(NC(=S)Nc1ccc(S(=O)(=O)N2CCCCC2)cc1)c1ccccc1 | 4 | -3 | -13 | 3 | -1 | -4 | 0 | 3 | 15
CCP(=O)(c1cccc([N+](=O)[O-])c1)c1cccc([N+](=O)[O-])c1 | 5 | -3 | -16 | -12 | -5 | 7 | -1 | -2 | -1
CC(C)c1ccc(NC(=S)NC2CCN(Cc3ccccc3)CC2)cc1 | 1 | -29 | · | · | -2 | 7 | 0[fluorescence artefact?] | 1 | 2
C/C(Nc1ccc(Cl)cc1)=C(/C#N)C(N)=O | -2 | -15 | -23 | -1 | 3 | 4 | -5 | -13 | 7
COc1ccc(N=C2O/C(=C/c3sc(=S)n(CC4CCCO4)c3O)N=C2C#N)cc1 (stereo not drawn) | 3 | 5 | -17 | -165 | -3 | -4 | -7 | 16 | 10
CC(C)(C)Nc1nc(Oc2ccc(=O)n(-c3ccccc3)n2)nc(N2CCOCC2)n1 | -2 | 3 | -7 | -2 | 1 | -3 | 1 | 2 | 10
NC(=O)C1CCN(CC(=O)NC2CCCc3ccccc32)CC1 (stereo not drawn) | -1 | 3 | -16 | 11 | -4 | 5 | -20 | 1 | 10
CCOc1ccccc1NC(=S)N(CCOC)C1CCN(C(C)=O)CC1 | -2 | 2 | · | · | -10 | 8 | -1 | 2 | 5
COc1ccc(Br)cc1CNc1ccc(O)cc1 | -2 | -22 | 3 | 1 | -7 | -5 | 7 | 6 | 6
CCCCNC(=O)C1CCN(S(=O)(=O)c2c(C)noc2/C=C\c2ccc(OC)cc2)CC1 | 4 | -15 | -7 | -6 | -4 | -6 | 4 | 2 | 10
O=C(O)c1nc(N2CCCC2)ncc1Cl | 0 | -15 | -5 | 6 | -4 | 3 | 31 | 2 | -7
CSc1cccc(NC(=O)C2CCN(S(=O)(=O)c3ccc(F)cc3)CC2)c1 | 1 | -12 | -18 | -4 | -2[fluorescence artefact?] | -4 | -10 | 1 | 8
CCOC(=O)N1CCN(C(=O)Cn2ccc3ccccc3c2=O)CC1 | 7 | -1 | 0 | 9 | -1 | 8 | 9 | 1 | 16
CC1=NN(C(=O)CSCc2ccccc2)C(O)(c2ccc(Cl)cc2)C1 (stereo not drawn) | 1 | · | -5 | · | -1 | -4 | -1 | -2 | 8
Cn1c(=O)[nH]c(=O)c2c1nc(CN1CCN(c3cccc(Cl)c3)CC1)n2CCc1ccccc1 | 1 | -1 | -1 | -1 | 0 | -6 | 13 | -9 | -7
Continued.
SMILES | Wee1 degr inh | KLK5 inh | MDM2 E3 inh | Rad51 HR inh | eIF4E-4G inh | p97 ATPase inh | 14-3-3 Bad PPI | FXIa inh 1536 | FXIIa inh
Cn1c(NC(=O)c2cc(Br)ccc2Cl)cc(=O)n(C)c1=O | -2 | 2 | -5 | -13 | 1 | 7 | 0 | -2 | 9
O=C(CCCn1c(=O)c2ccccc2n(Cc2ccccc2)c1=O)NCc1ccco1 | 0 | -3 | 6 | -5 | -8 | -7 | -6 | 0 | 13
Cc1cc(C)n2nc(C(=O)Nc3nnc(C4CC4)s3)nc2n1 | -1 | 3 | -9 | -4 | 0 | 6 | 5 | -15 | 17
O=c1oc2c3c4c(cc2s1)CCCN4CCC3 | 0 | -3 | -16 | 1 | 13[fluorescence artefact?] | 1 | -11[fluorescence artefact?] | 4 | 20
Cc1cc(C)nc(SCC(=O)NN)n1 | -3 | 3 | -10 | -1 | 3 | 1 | -9 | 0 | 5
COc1ccc(CN2CCC(=O)NC2=O)cc1 | 4 | -7 | -11 | -5 | 2 | -5 | -7 | 4 | 7
O=C(O)CCc1nn2c3ccccc3nc2n(CCN2CCCCC2)c1=O | 1 | 0 | -8 | -4 | 2 | 4 | 8 | -4 | 6
COc1ccc(NC(=O)c2ccc(-n3c(C)ccc3C)cc2)c(OC)c1 | 0 | -3 | -23 | -7 | 0 | 8 | -2 | 3 | 6
Cc1nc(N2CCC(C(N)=O)CC2)c2c(-c3cccs3)csc2n1 | -2 | -8 | -6 | -6 | -3 | 3 | -8 | -2 | 8
CCOC(=O)Cc1c(C)nc2cc(-c3ccc(C)cc3)[nH]n2c1=O | -2 | -6 | 11 | 4 | 1 | 3 | -2 | 1 | 15
CC(=O)Nc1ccc(-c2csc(Nc3ccc(Cl)cn3)n2)cc1 | 3 | -5 | -6 | -8 | -3 | -8 | 6 | 0 | -2
CCOC(=O)C(Sc1nn(C)c(=S)s1)C(C)=O (stereo not drawn) | 0 | -13 | -11 | 3 | 8 | 2 | 36 | 6 | 16
COc1cc(N/C=C(\C(C)=O)c2ccccc2)cc(OC)c1 | -1 | -17 | 1 | -8 | 1[fluorescence artefact?] | -2 | -12[fluorescence artefact?] | -7 | 3
CCCn1nnc(NC(=O)c2cccc(OCC)c2)n1 | -1 | 7 | -3 | -4 | 1 | 1 | 1 | 9 | 11
O=C1CC(N2CCC(c3nc4ccccc4s3)CC2)C(=O)N1 (stereo not drawn) | 4 | -14 | -2 | -4 | 4 | 0 | 3 | -4 | 0
COc1ccc(/C=N/n2c(-c3cc(C)[nH]n3)n[nH]c2=S)cc1 | 0 | -3 | -2 | · | 11 | -1 | -10 | -3 | 2
Cc1ccc(C(=O)NC(=S)NCC2CCCO2)cc1 (stereo not drawn) | -1 | -20 | -8 | 2 | -3 | -2 | -11 | -3 | 12
Cc1ccc(S(=O)(=O)N2CCN(C(=O)/C=C/c3ccco3)CC2)cc1 | -1 | -12 | -11 | -2 | 11[fluorescence artefact?] | 0 | -4 | 8 | 10
COc1cccc(C2C=C(c3ccc(Br)s3)Nc3ncnn32)c1OC (stereo not drawn) | -3 | 5 | -4 | -25 | -4 | -4 | 2 | -1 | 9
CCc1c(C)nc2cc(-c3ccc(OC)c(OC)c3)nn2c1NCC1CC1 | 0 | 7 | 8 | · | 0 | -1 | -9 | 5 | 21
COC(=O)c1ccc2c(=O)n(CCCN3CCOCC3)c(=S)[nH]c2c1 | 0 | -6 | -4 | 2 | 0 | -6 | -3[fluorescence artefact?] | 2 | 17
O=C(O)c1n[nH]c2ccccc12 | 1 | -13 | -8 | -3 | 0[fluorescence artefact?] | 6 | -5 | -6 | 9
COc1ccc(/C=C(/C#N)C(=O)Nc2ccc(C)cc2C)cc1C(=O)O | -3 | -19 | 5 | -1 | 2 | -1 | 6 | 2 | 5
Cc1ccc(Oc2cc([N+](=O)[O-])cc3c2C(=O)Nc2ccccc2O3)cc1 | 3 | -18 | · | · | 4 | -6 | -4 | 7 | 14
O=[N+]([O-])c1ccc(N2CCOCC2)c(S(=O)(=O)N2CCOCC2)c1 | 1 | -6 | -13 | 3 | 0 | -4 | 1 | 0 | 0

Single records (already shown). Order of values: Wee1 degr inh | KLK5 inh | MDM2 E3 inh | Rad51 HR inh | eIF4E-4G inh | p97 ATPase inh | 14-3-3 Bad PPI | FXIa inh 1536 | FXIIa inh
Cn1c(NC(=O)c2cc(Br)ccc2Cl)cc(=O)n(C)c1=O is listed with -2 | 2 | -5 | -13 | 1 | 7 | 0 | -2 | 9
COc1ccc(NC(=O)c2ccc(-n3c(C)ccc3C)cc2)c(OC)c1 is listed with 0 | -3 | -23 | -7 | 0 | 8 | -2 | 3 | 6
CCOC(=O)C(Sc1nn(C)c(=S)s1)C(C)=O (stereo not drawn) is listed with 0 | -13 | -11 | 3 | 8 | 2 | 36 | 6 | 16
Cc1ccc(S(=O)(=O)N2CCN(C(=O)/C=C/c3ccco3)CC2)cc1 is listed with -1 | -12 | -11 | -2 | 11[fluorescence artefact?] | 0 | -4 | 8 | 10

New compounds follow.
SMILES | Wee1 degr inh | KLK5 inh | MDM2 E3 inh | Rad51 HR inh | eIF4E-4G inh | p97 ATPase inh | 14-3-3 Bad PPI | FXIa inh 1536 | FXIIa inh
O=C(NCC1CCCO1)C1CCN(S(=O)(=O)c2cccc3cccnc23)CC1 (stereo not drawn) | 0 | 32 | -20 | -1 | 2 | 0 | -3[fluorescence artefact?] | 16 | 28
COc1cc(NS(=O)(=O)c2ccc(NC(=O)CN3C(=O)c4ccccc4C3=O)cc2)nc(OC)n1 | -2 | 5 | -13 | 8 | -3 | 9 | -12 | 5 | 9
O=C(OCC(=O)N1CCN(C(=O)c2ccco2)CC1)c1cc(-c2ccco2)nc2ccccc12 | -3 | -77 | -17 | 0 | 27[fluorescence artefact?] | 6 | 20[fluorescence artefact?] | -2 | 7
COc1ccc(CC(=O)OCC(=O)c2ccc(OC)cc2)cc1 | 2 | -10 | -11 | 9 | 3 | 1 | -9 | 3 | 15
CN(Cc1cn(C)nc1-c1cccc(Cl)c1)Cc1nccn1C | -2 | 1 | -11 | · | 4 | 7 | -3 | 20 | 2
Cc1cccc(C2c3[nH]c4ccccc4c3CCN2C(=O)c2nn(C)c(=O)c3ccccc23)n1 (stereo not drawn) | -3 | · | -16 | · | 3 | 4 | 3 | -1 | 3
COc1ccccc1-c1noc(-c2cccs2)n1 | 0 | -20 | -17 | 5 | 5 | -2 | -4 | 5 | 15
